CendR NRP1 mod: modulators of CendR peptide binding to NRP-1, primary screen, biochemical, fluorescence polarization, uHTS; Neuropilin-1 (Homo sapiens), O14786; FAM-RPARPAR peptide binding to NRP-1; inhibition, % at 25 µM; actives 0.85% (n = 360,000);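 active = inhibition or corrected inhibition above about 18%, plus a signal ratio from 0.5 to 1.5, limit read from the data, passing the limit was not always enough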; also: strong numbers were not always called active
MsrA inh: bovine MsrA enzyme inhibitors, primary screen, biochemical, absorbance, HTS; Methionine sulfoxide reductase A (Bos taurus); purified bovine MsrA, absorbance read-out; inhibition, % at 15.5 µM; actives 0.75% (n = 360,000); in the data active = inhibition above about 4.5%;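 also: 0% = vehicle wells with enzyme and 100% = reference inhibitor wells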
E coli Lon inh: inhibitors of E. coli Lon protease, primary screen, biochemical, fluorescence polarization. P0A9M0. inhibition, % at 7.94 µM. actives 0.42% (n = 360,000). purified E. coli Lon protease; in the data active = inhibition above about 13%, passing the limit was not always enough;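 also: 0% = enzyme with probe and DMSO and 100% = no enzyme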
MT1-MMP act inh: blockers of MT1-MMP proenzyme processing, primary screen, HT1080 RFP-PRO-GFP cells, GFP/RFP fluorescence; Matrix metalloproteinase-14 (Homo sapiens), P50281; GFP/RFP ratio fluorescence, overnight; percent of plate control window, DMSO zero; GFP/RFP ratio change, % at 20 µM; actives 0.061% (n = 360,000); AID 651647, 2012;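 active = GFP/RFP ratio change of at least 30% with cell ATP level not reduced by more than half and red fluorescence within 50% of control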; also: strong numbers were not always called active
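Material – HT1080 RFP-PRO-GFP cells · Control set – DMSO wells and RFP-L50D-GFP cells · Incubation – overnight cell settling, then overnight compound exposure, 37 °C, 5% CO2 · Compound dosing – single-point 20 µM compound, 1% DMSO · Read-out – GFP/RFP fluorescence ratio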
Neddyl block: inhibitors of cullin neddylation, primary screen, biochemical, TR-FRET, uHTS, NAE and Ubc12; actives 0.58% (n = 360,000); AID 651699, 2012; calls only at 25 µM; NEDD8-conjugating enzyme Ubc12 (Homo sapiens) + NEDD8-activating enzyme E1 regulatory …; in the data active = inhibition above about 36%
FAS-TE inh: FAS thioesterase domain inhibitors, primary screen, biochemical, fluorescence intensity, uHTS. Fatty acid synthase (Homo sapiens), P49327. recombinant FAS-TE, OMFH fluorogenic substrate, fluorescence endpoint. inhibition, % at 15 µM. actives 0.67% (n = 360,000). AID 602261, 2012;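 active = compounds whose normalised, plate-corrected inhibition of enzyme fluorescence in the single-dose primary screen is 50% or more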;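 also: 0% = DMSO with enzyme and 100% = substrate without enzyme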
bovine MsrA act: bovine MsrA enzyme activators, primary screen, biochemical, absorbance, HTS. purified bovine MsrA, absorbance read-out. activation, % at 10.6 µM. actives 0.3% (n = 360,000); in the data active = activation above about 7.5%;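 also: 0% = vehicle and 100% = reference activator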
SKN-1 inh: suppressors of acrylamide-induced Pgst-4::GFP reporter in worms, primary screen, SKN-1 inhibitor project, whole organism, uHTS, GFP/RFP fluorescence ratio, strain VP596 | C. elegans VP596 Pgst-4::GFP/RFP ratio, 24 h | inhibition, % at 21.8 µM | actives 0.49% (n = 360,000);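 active = interference check ratio from 0.5 to 1.5 plus GFP to RFP signal ratio inhibition reaching or exceeding a fixed threshold, cut at about 30% in these data, passing the limit was not always enough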; also: some compounds called inactive have numbers as strong as hits
Rin1-Abl PPI inh: inhibitors of Rin1-Abl protein binding, primary screen, biochemical, TR-FRET; AID 588664, 2011; inhibition, % at 7.35 µM; actives 0.4% (n = 360,000); Tyrosine-protein kinase ABL1 (Homo sapiens) + Ras and Rab interactor 1 (Homo sapiens), …; in the data active = inhibition above about 5%, passing the limit was not always enough
The depositor's hits bear a star; i = inactive; / = no result given.

SMILES,CendR NRP1 mod,MsrA inh,E coli Lon inh,MT1-MMP act inh,Neddyl block,FAS-TE inh,bovine MsrA act,SKN-1 inh,Rin1-Abl PPI inh
COc1ccc(C)cc1S(=O)(=O)N(CC(N)=O)Cc1ccccc1,10.6,0.1,-11.4,/,i,-5.0,-10.3,4.5,-1.8
COc1cccc(C(=O)OCC(=O)c2c[nH]c3ccccc23)c1O,-15.9,-0.6,13.4,-1.5,i,3.0,-3.0,-4.5,-3.5
O=C(CCCC(=O)c1ccccc1)NCCc1ccccc1,-3.2,1.5,8.2,-2.1,i,-3.5,-6.6,-9.5,-0.3
Cc1ccc2nc(SCC(=O)N3N=C(c4cccs4)CC3c3ccc(F)cc3)nc(=O)n2c1 (configuration not stated),-11.8,-0.1,2.4,-4.0,i,41.9,-4.9,13.9,-2.3
Cc1ccc2nc(-c3ccccc3)cc(C(=O)NCC(c3ccco3)N(C)C)c2c1 (configuration not stated),4.9,1.0,-10.8,0.4,i,0.5,-0.6,-4.1,1.4
O=C(NC1CCCC1)C(c1ccncc1)N(C(=O)c1ccco1)c1ccc(Cl)cc1 (configuration not stated),3.3,0.2,-1.1,0.8,i,0.1,-0.7,13.1,-0.1
CCCN1CCC(=O)N([C@H](CSc2ccc(OC)cc2)Cc2ccccc2)CC1,-7.9,0.4,3.3,-2.9,i,-6.2,-2.0,9.8,0.1
CCCn1nc(C(=O)Nc2ccc3nc(C)sc3c2)c2ccccc2c1=O,-0.9,-1.0,-9.1,-9.4,i,22.4,-4.0,-3.8,-0.1
N#Cc1nc(COc2cccc(Cl)c2)oc1NCCN1CCOCC1,2.2,1.5,-9.3,-2.5,i,-3.3,-4.2,-13.0,0.5
N#Cc1cc2c(nc1SCC(=O)Nc1nccs1)CCCCC2,14.0,-0.5,-5.2,-2.6,i,-2.8,-0.9,-6.3,-41.8
Cn1cnnc1SCC(=O)Nc1ccc(N2CCCCC2)cc1,14.8,0.0,0.9,2.3,i,-1.7,-1.9,-4.7,0.8
Cc1ccc(S(=O)(=O)Oc2ccc3c(c2)O/C(=C\c2cccnc2)C3=O)cc1,0.6,/,0.6,-0.9,i,3.8,-2.2,9.3,-2.0

Compound profiles (already shown). Values in the order: CendR NRP1 mod	MsrA inh	E coli Lon inh	MT1-MMP act inh	Neddyl block	FAS-TE inh	bovine MsrA act	SKN-1 inh	Rin1-Abl PPI inh
Entry for Cn1cnnc1SCC(=O)Nc1ccc(N2CCCCC2)cc1 → 14.8	0.0	0.9	2.3	i	-1.7	-1.9	-4.7	0.8
Entry for COc1cccc(C(=O)OCC(=O)c2c[nH]c3ccccc23)c1O → -15.9	-0.6	13.4	-1.5	i	3.0	-3.0	-4.5	-3.5
Entry for CCCN1CCC(=O)N([C@H](CSc2ccc(OC)cc2)Cc2ccccc2)CC1 → -7.9	0.4	3.3	-2.9	i	-6.2	-2.0	9.8	0.1

The list goes on:
SMILES,CendR NRP1 mod,MsrA inh,E coli Lon inh,MT1-MMP act inh,Neddyl block,FAS-TE inh,bovine MsrA act,SKN-1 inh,Rin1-Abl PPI inh
O=C(c1cn(CC(=O)N2CCCC2)c2ccccc12)C1CCCCC1,-1.4,-0.5,-3.9,2.4,i,-5.8,-3.0,-5.0,-1.1
CC(C)n1cnc2c(oc3ccccc32)c1=O,0.7,-0.1,-4.6,-0.8,i,-0.7,-1.4,3.5,-1.2
COc1cccc(N2C(=O)CC(N3CCc4ccccc4C3)C2=O)c1 (configuration not stated),2.5,-1.2,5.0,-1.0,i,-3.5,-6.1,2.3,-2.3
CC(C)=CCN1CCN(Cc2nc(-c3ccc(F)cc3)cs2)CC1CCO (configuration not stated),-0.9,2.8,0.5,13.1,i,-2.0,-9.0,1.0,0.4
CN(Cc1ccccc1F)Cc1cc(=O)oc2cc(O)c(Cl)cc12,6.6,2.2,5.7,-3.4,/,-1.8,-2.5,-6.8,1.9
Cc1ccc(C(=O)O/N=C/c2c(C(F)(F)F)nn(C)c2Sc2ccc(Cl)cc2)cc1,5.8,-0.6,-5.8,-2.7,i,22.5,-0.6,-4.2,2.4
COc1ccc(OCC(=O)NNC(=O)c2ccccc2OCc2c(C)noc2C)cc1,-15.3,-0.7,-6.7,-4.6,i,0.5,-5.8,-15.1,4.7
Cc1nc2ccc(C(=O)O)cc2c2c1CC(CN)O2 (configuration not stated),-2.1,-0.8,8.6,-0.2,i,-1.5,-4.4,-7.0,0.3
CCOC(=O)c1c(C)[nH]c(C(=O)N2CCN(C(=O)OCC)CC2)c1C,2.4,-0.5,1.2,0.7,i,-8.2,-4.3,3.8,1.8
O=C(O)c1ccc(-c2sc(Nc3ccccc3)n[n+]2-c2ccccc2)cc1,3.7,0.6,0.2,-13.5,i,0.8,-9.3,-5.2,2.7
COc1ccc(-c2cc(C(=O)N3CCCCCC3)no2)cc1OC,-6.7,0.7,-0.8,2.2,i,-0.4,-7.6,4.7,-3.4
Cc1ccc([C@@H]2CC=C(C(=O)O)[C@H](c3ccc(C(C)(C)C)cc3)N2S(=O)(=O)c2ccc(C)cc2)cc1,-23.3,0.1,-2.2,-4.7,i,18.9,0.6,-0.5,-1.5
CC1CCN(C(=O)N2c3ccccc3Sc3ccccc32)CC1,-3.8,0.9,-1.1,-1.1,i,22.2,-0.1,18.4,-3.4
CC(NC(=O)COC(=O)c1cc(Cl)nc(Cl)c1)c1ccccc1 (configuration not stated),3.6,-0.1,0.6,0.7,i,23.2,-1.6,12.1,-2.1
Cc1csc(NC(=O)C2CCCCC2C(=O)O)n1 (configuration not stated),-3.9,1.6,-0.6,-0.3,i,-10.7,-8.6,-7.6,-0.6
Fc1ccc(/C=C/c2nnc(-c3cccs3)o2)cc1,-4.3,5.2*,-6.4,0.8,i,5.8,-5.1,53.9*,0.0
Cc1cc(C)c2c(n1)nn1c(NCCN3CCOCC3)cc(C)nc21,0.0,1.6,-5.2,10.6,/,-7.6,-5.3,-27.9,-7.3
CCc1cccc(OCCN2CCCC2)c1,-1.5,-1.2,2.8,3.7,i,-10.2,2.8,-0.5,2.8
CC(NC(=O)CCNS(=O)(=O)c1ccc2c(c1)oc(=O)n2C)c1ccccc1 (configuration not stated),0.2,0.1,7.6,-0.1,i,0.4,-1.7,14.4,1.1
O=C1CC2(CC(c3ccc(Cl)cc3)=NO2)C(=O)N1c1ccccc1 (configuration not stated),7.8,-0.6,0.3,1.3,i,1.8,0.0,-0.4,-1.4
COc1ccc(S(=O)(=O)N2CCCCC2)cc1NC(=O)CCNC(=O)c1ccccc1Cl,9.0,0.2,-2.3,4.2,i,-1.3,-7.3,-8.6,0.2
COC(=O)[C@@]1(Cc2ccccc2)C=C[C@@H](C)N1C(C)=O,-4.7,-0.4,-5.6,0.4,i,-12.8,-2.6,-0.5,-3.1
COc1ccc(C)c(Cn2c(-c3nonc3N)nc3ccccc32)c1,-3.4,1.8,-2.3,-14.6,i,10.8,-9.1,-8.3,4.7
CCOc1cc(NC(=S)NC)c(OCC)cc1NC(=O)c1ccco1,-0.7,1.4,-15.8,2.5,i,-6.8,-1.8,8.5,-3.0
COc1cc(/C=N/NC(=O)c2ccncc2)cc(OC)c1OC,3.5,1.7,-5.2,-1.9,i,-1.4,-2.8,6.0,-2.5
CCC(CC)N1CCN(CCc2ccccc2)C(CCO)C1 (configuration not stated),4.8,0.8,-2.1,6.6,i,-6.3,-9.6,-0.9,1.0
CC(C)CN(C(=O)C1=COCCO1)c1c(N)n(Cc2ccccc2)c(=O)[nH]c1=O,-21.2,0.6,-12.1,-2.5,i,-9.7,0.8,8.5,2.0
O=C(CSc1ccccc1)Nc1nccs1,-2.2,1.3,-3.3,1.1,i,-11.7,-4.6,-2.7,-0.8
Cc1nc2c(-c3ccc(F)cc3)c(C)nn2c(N2CCOCC2)c1C,3.0,0.8,-0.9,-5.3,i,17.5,0.2,11.5,1.1
CC(=O)Nc1ccc(C(=O)OCC(=O)c2ccc(F)cc2)cc1,3.7,-1.0,8.9,-0.8,i,-4.9,-4.4,5.3,1.1
CCOc1ccc(NS(=O)(=O)c2ccc(C(=O)NCc3ccccn3)cc2)cc1,-7.0,-0.2,-18.4,-1.9,i,-2.8,-1.6,8.0,0.9
Cc1cc(=O)[nH]c(N2CCN(Cc3ccccc3)CC2)n1,-2.1,0.3,-1.9,-0.8,i,-6.8,-3.4,4.9,0.1
CC(=O)Oc1ccc(Cl)cc1CN(C(C)=O)C1CCCCC1,11.3,0.5,-6.3,-1.9,i,-5.8,-3.3,-12.3,0.2
CCn1c(Cc2ccccc2)nnc1SCC(=O)Nc1ccc(S(N)(=O)=O)cc1,-8.6,-1.0,-6.1,6.6,i,-8.1,-2.8,-0.4,3.2
CCN(C(=O)CSc1n[nH]c(N)n1)c1cccc2ccccc12,-1.5,0.3,2.2,2.2,i,-10.9,-2.0,9.2,2.3
Cc1ccccc1CS(=O)(=O)c1cnc2ccccc2n1,-13.7,0.8,-8.6,-4.7,i,-0.4,-4.7,-20.7,-3.1
Cc1cc(=O)oc2c(CN3CCCC3)c(O)ccc12,-3.0,3.0,-2.4,-0.5,/,-3.5,1.5,2.1,-0.8
O=C1NCN(c2ccccc2)C12CCN(c1nnnn1-c1ccccc1)CC2,-10.1,-0.4,-9.2,-6.2,i,-6.7,-8.7,-21.1,1.9
O/N=C1\CCSc2ccc(F)cc21,-18.1,0.4,-1.0,3.0,i,-1.9,-8.2,-5.9,0.7
C[C@H]1CN([C@@H](C)CO)C(=O)Cc2cc(NC(=O)CCC(F)(F)F)ccc2O[C@H]1CN(C)C(=O)Nc1ccc(F)cc1,2.4,-0.7,-13.0,-1.8,i,-13.0,3.4,-6.5,-0.1
Cc1ccc(C(=O)c2cc([N+](=O)[O-])ccc2N2CCN(C)CC2)cc1,-3.7,3.0,-6.1,-12.1,i,14.9,-2.5,-12.4,-0.7

Screening results from PubChem BioAssay.
